# PERK inhibitor: block of dimerizer-induced PERK translation repression, primary screen, PERK inhibitor project, CHO PERK-DD cells, SEAP luminescence, HTS | actives 0.17% (n = 220,000) | AID 1416, 2008 | inhibition, % at 5.6 µM | Eukaryotic translation initiation factor 2-alpha kinase 3 (Homo sapiens), Q9NZJ5 | CHO PERK-DD fusion, SEAP luminescence translation reporter;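 active = inhibition above the mean inhibition of all tested compounds plus 3 SD, set separately per screening campaign, cut at about 2.9% in these data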;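 note: PERK kinase domain activated by AP20187 dimerizer at 100 nM; 0% = DMSO with dimerizer and 100% = rapamycin at 8.4 µM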
# Target sequence (Q9NZJ5 whole entry, looked up, the tested form may be a part): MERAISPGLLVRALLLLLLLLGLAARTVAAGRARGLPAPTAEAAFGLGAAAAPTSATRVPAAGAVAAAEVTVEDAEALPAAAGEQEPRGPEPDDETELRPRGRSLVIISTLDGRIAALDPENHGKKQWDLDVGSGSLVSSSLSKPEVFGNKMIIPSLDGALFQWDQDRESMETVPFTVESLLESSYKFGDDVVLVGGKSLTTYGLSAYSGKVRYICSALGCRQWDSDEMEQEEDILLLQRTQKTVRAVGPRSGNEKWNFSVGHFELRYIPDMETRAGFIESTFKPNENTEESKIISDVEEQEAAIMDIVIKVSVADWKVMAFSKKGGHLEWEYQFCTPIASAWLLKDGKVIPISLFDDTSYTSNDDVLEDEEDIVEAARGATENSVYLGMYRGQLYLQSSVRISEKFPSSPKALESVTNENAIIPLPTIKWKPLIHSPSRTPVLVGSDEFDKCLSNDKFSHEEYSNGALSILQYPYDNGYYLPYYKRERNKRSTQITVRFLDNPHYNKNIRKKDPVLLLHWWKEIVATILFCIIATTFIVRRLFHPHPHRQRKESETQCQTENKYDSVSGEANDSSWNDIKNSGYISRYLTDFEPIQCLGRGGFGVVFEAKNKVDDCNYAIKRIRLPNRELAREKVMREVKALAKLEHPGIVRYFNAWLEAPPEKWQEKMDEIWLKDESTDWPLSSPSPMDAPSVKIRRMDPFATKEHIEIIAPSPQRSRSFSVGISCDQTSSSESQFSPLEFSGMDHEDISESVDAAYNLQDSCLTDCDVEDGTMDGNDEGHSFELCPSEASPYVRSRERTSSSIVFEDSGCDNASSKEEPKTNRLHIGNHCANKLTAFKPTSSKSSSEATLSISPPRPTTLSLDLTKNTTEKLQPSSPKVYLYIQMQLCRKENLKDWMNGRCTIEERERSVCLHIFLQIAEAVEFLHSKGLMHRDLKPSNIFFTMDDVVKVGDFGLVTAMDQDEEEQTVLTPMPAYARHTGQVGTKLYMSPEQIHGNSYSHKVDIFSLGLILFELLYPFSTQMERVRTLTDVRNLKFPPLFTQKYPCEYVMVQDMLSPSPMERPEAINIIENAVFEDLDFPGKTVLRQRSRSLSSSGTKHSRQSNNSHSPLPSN
# zVAD death inh: inhibitors of zVAD-triggered necroptosis, primary screen, L929 cells; L929 zVAD necroptosis rescue, ATP luminescence, 24 h; with zVAD 60 µM; viability rescue, % at 10 µM; actives 0.38% (n = 220,000);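 active = activation, scaled between plate controls, above about 75%, limit read from the data; inactive = activation under that limit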;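 note: 0% = zVAD with DMSO and 100% = DMSO alone without zVAD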
# MDM2 E3 inh: MDM2-luciferase reporter signal enhancers, primary screen, MDM2 E3 ligase inhibitor project, cell-based, luminescence, 1536-well; signal enhancement, % at 5 µM; E3 ubiquitin-protein ligase Mdm2 (Homo sapiens), Q00987; actives 0.11% (n = 210,000); cell-based MDM2 ubiquitination luciferase reporter, 2 h; 0 = plate control, 100 = twice control, blank-subtracted;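 active = signal enhancement of 30% or more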;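 note: luminescence tracks abundance of the self-degrading MDM2-luciferase fusion protein; higher signal means inhibition of MDM2 E3 ligase activity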
#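 Material: Stable MDM2–luciferase fusion reporter cells | Amount: 2000 cells seeded into each well | Dosing: One concentration, 5 µM, with 0.2% DMSO | Incubation: 4 h cell settling then 2 h compound exposure, 37 °C | Measured by: Luciferase luminescence | Read-out basis: % enhancement relative to plate controls after blank subtraction | Benchmarks: Control and blank well means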
# m-calpain inh: inhibitors of pig calpain II, primary screen, biochemical, fluorogenic peptide substrate, 1536-well; purified calpain II, 30 min; inhibition, % at 16 µM; actives 0.37% (n = 220,000); AID 1236, 2008;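 active = inhibition above about 50%, limit read from the data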
# TNF necrop inh: inhibitors of TNF-alpha triggered necroptosis, primary screen, cell-based, Jurkat FADD-/-, single concentration | Jurkat FADD-/- TNF necroptosis rescue, ATP luminescence, 24 h; 0 = TNF only, 100 = no-TNF cells | activation (protection from cell death), % at 10 µM | actives 0.068% (n = 220,000) | AID 463075, 2010;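 active = activation, meaning protection from cell death, of at least 50% relative to plate controls; inactive = activation below 50%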;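 note: necroptosis triggered by 40 ng/mL TNF-alpha added together with compound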
# KCC2 mod: KCC2 cotransporter modulators, thallium flux, primary screen, cell-based, HEK293 KCC2, FluoZin-2 fluorescence, MLSMR; KCC2 cells, thallium flux FluoZin-2 fluorescence; B-score of Tl+ flux slope (higher = more flux/activation; lower = inhibition) at 10 µM; actives 2.2% (n = 190,000);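 active = thallium flux slope and its plate-corrected score both differing from the plate sample mean at a set confidence after two filtering rounds, in either direction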;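 note: slope of fluorescence scaled to starting intensity during 10 to 20 s after thallium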
# EBV gp42 inh: Epstein-Barr virus gp42 inhibitors, primary screen, biochemical, uHTS, fluorescence polarization | Glycoprotein 42 (Epstein-Barr virus (strain AG876)), Q1HVG2 | Fluorescence polarization binding assay, mP read-out | inhibition, % (tested at 21.74 µM) | actives 0.42% (n = 220,000) | AID 1085, 2008; in the data active = inhibition above about 50%
# eIF4E-4G inh: eIF4E–eIF4G protein interaction inhibitors, primary screen, biochemical, uHTS, TR-FRET, eIF4GI fragment. Eukaryotic translation initiation factor 4E (Mus musculus) + Eukaryotic translation …. TR-FRET eIF4E-eIF4GI(517-606) binding, 2 h. inhibition, % at 21.7 µM. actives 0.37% (n = 220,000). AID 782, 2007;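 active = inhibition above about 30%, limit read from the data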;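 note: 0% = full FRET control wells and 100% = background wells lacking eIF4GI fragment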
# Rad51 HR inh: human RAD51 strand exchange inhibitors, primary screen, biochemical, fluorescence; actives 0.085% (n = 200,000); hRad51 DNA strand exchange, fluorescence dequenching; DNA repair protein RAD51 homolog 1 (Homo sapiens), Q06609; inhibition, % at 10 µM;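 active = inhibition above 40% at the single screening dose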;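 note: 0% = DMSO control wells and 100% = blanks with heterologous ssDNA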
#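 material = hRad51 filaments on single-stranded DNA | reagent = Donor/quencher-labelled 47-bp dsDNA substrate | compound = 10 µM final, single point | schedule = strand-exchange reaction 15 min at room temperature | measured by = fluorescein emission 520 nm, excitation 485 nm | read-out basis = % inhibition versus plate control and blank means | benchmarks = plate controls and plate blanks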
# An asterisk follows results filed as active; i = inactive; . = not tested or not shown; [ ] = dose if it differs, or a comment.
SMILES,PERK inhibitor,zVAD death inh,MDM2 E3 inh,m-calpain inh,TNF necrop inh,KCC2 mod,EBV gp42 inh,eIF4E-4G inh,Rad51 HR inh
CCCCN(C)C1=Nc2cccc3cccc1c23,0.5,-0.6,-5,i,1.4,-0.19,-1,2[fluorescence artefact?],.
Cc1ccc(S(=O)(=O)N2CCC(C(=O)NCCc3ccc(S(N)(=O)=O)cc3)CC2)cc1,1.2,0.6,2,-33,0.4,0.55,0,6,3
COc1ccc(CNc2nc3c(c(=O)n(Cc4ccc(Cl)cc4)c(=O)n3C)n2C)cc1,0.0,0.9,-16,84*,-12,-1.1,-19,2,-2
Cc1cc(N2CCCC2)nc2ccccc12,0.2,-0.3,-19,9,0.2,0.67,-8,6,11
CN(C(=O)CSc1ncc(C(F)(F)F)cc1Cl)c1c(N)n(Cc2ccccc2)c(=O)[nH]c1=O,0.5,0.5,-4,-1,-0.1,0.22,-13,2,-6
Cc1c(N=C2N=C(NC(=O)Nc3ccc(Cl)cc3)c3ccccc32)c(=O)n(-c2ccccc2)n1C,-0.3,-3.5,-11,-10,-4.3,.,-229,2,-163
CCOC(=O)c1c(C)n(C)c2cc(-c3ccc(C)cc3)c(O)cc12,-0.7,3.2,-4,10,2.1,0.36,4,5[fluorescence artefact?],0
CCC(C)c1ccc(NC(=S)NC(C)C2CCCO2)cc1 (configuration not stated),1.5,-0.3,-3,16,-3.3,0.7,-8,0,.
O=C(Nc1ccc(Cl)c(S(=O)(=O)N2CCOCC2)c1)c1ccc2c(c1)OCCO2,0.3,18,-10,-2,-4.6,-0.16,-13,3,7
O=C1CC(N2CCN(c3ccccc3Cl)CC2)C(=O)N1c1cccc(F)c1 (configuration not stated),0.7,0.3,1,18,-0.7,-0.53,-16,0,-5
Cc1cc(SCCOc2ccccc2)nc(N)n1,0.2,-0.5,-5,-6,-1.4,-2.9,-20,-1,6
COc1ccccc1-c1nnc(NC(C)=O)s1,0.0,0.2,-5,-44,-1.3,0.0027,-12,-1,-1
NNC(=O)CNc1cccc(Br)c1,0.2,-0.7,.,7,1.9,0.56,1,-11,.
O=C1c2ccccc2C(=O)c2c1cccc2N1CCCC1,0.1,0.3,4,51*,-0.7,-0.54,28,19,-45
Cc1ccc(C)c(NC(=O)CS(=O)(=O)c2cccc3nsnc23)c1,1.8,0.6,-5,-25,0.1,0.81,-3,-3,-2
Cc1ccc(-c2cn(-c3ccccc3)c(SCC(N)=O)n2)cc1C,-0.1,3.1,-8,0,0.6,-1.8,5,-7[fluorescence artefact?],-13
CCOC(=O)C1CCN(S(=O)(=O)c2ccc(-c3ccccn3)s2)CC1,0.0,-0.8,-5,10,-2.4,0.35,3,0,7
O=S(=O)(/N=C(\c1ccc(Cl)cc1)N1CCOCC1)c1ccccc1,0.7,0.6,-11,5,0.3,1.2,-11,-1[fluorescence artefact?],2
CC1CCCN(Cc2nc3c(c(=O)n(C)c(=O)n3C)n2CC(N)=O)C1 (configuration not stated),0.2,0.0,-11,-26,-0.4,.,-1,-5,0
Cc1ccccc1Cn1cnc2ccccc21,0.5,-0.8,-6,-10,-2.5,-1,-4,3,-3
CCC(=O)Nc1ncc2c(n1)CC(c1ccco1)CC2=O (configuration not stated),0.4,0.2,-8,-19,-2.2,.,-19,2,7
CCCCS(=O)(=O)Nc1ccc(C)cn1,0.3,0.6,-2,-163,0.5,0.73,1,0,-2
COc1ccc(/C=C/c2cc[n+](C(=O)Cc3ccccc3)cc2)cc1,-0.1,-0.2,-23,-8,-2.7,-1.2,-13,-2,-2
CN(Cc1ccc(F)cc1)C(=O)COc1ccccc1-c1ccccc1,-0.4,-0.9,-9,26,-2.7,-1.2,3,5,9
COc1ccccc1CNC(=O)c1ccc(S(=O)(=O)N2CCCC2)cc1,-0.3,0.5,-15,19,-1.6,-0.45,1,-3,1
Cc1ccc(C(=O)Cn2nnc3ccccc32)cc1,0.8,0.0,-22,-39,-0.3,.,5,1[fluorescence artefact?],5
COc1ccc([C@@H](C)NC(=O)CCc2nnc(-c3cc(C)on3)o2)cc1,1.2,1.4,-3,-9,0.6,0.25,-24,0,.
CN(C)C(CNC(=O)c1ccc2c(c1)S(=O)(=O)c1ccccc1C2=O)c1ccco1 (configuration not stated),-0.3,3.1,9,18,0.8,-0.77,-14,2,-8
COc1cc(SC)ccc1C(=O)Nc1ccon1,-0.2,0.8,-12,-5,-1.6,0.29,-9,0,-12
CCCOc1ccc(/C=N/NC(=O)C(=O)Nc2ccccn2)cc1,-0.2,-0.1,-1,-8,0.2,1.2,18,8,-6
O=C(NC(=S)NC1C2CC3CC(C2)CC1C3)C12CC3CC(CC(C3)C1)C2 (configuration not stated),0.8,0.3,-8,22,-0.8,0.17,-14,1,-3
Cc1c2c(nc3c(C(=O)NC4CCCC4)cnn13)CCCC2,0.3,-0.2,3,-253,-7.5,-1.3,-18,2,-6
CCOC(=O)c1oc2ccccc2c1NC(=O)c1cccc(OC)c1OC,0.2,0.7,-15,-108,-4.8,-0.69,-7,-7,.
O=C(N/N=C/C=C/c1ccco1)c1cccnc1,0.6,-1.4,.,3,0.2,0.8,5,9[fluorescence artefact?],-2
O=c1[nH]c(CN2CCOCC2)nc2ccccc12,1.4,0.4,-1,-5,2.1,0.54,-7,-1,-6
CCCNc1nc(OC(C(F)(F)F)C(F)(F)F)nc(OC(C(F)(F)F)C(F)(F)F)n1,2.2,0.4,.,5,0.7,0.002,-12,8,-5
CCN(CC)S(=O)(=O)c1cc(NC(=O)CSc2nccn2C)ccc1C,0.1,1.1,-1,-14,0.7,-0.25,5,0,16
CCCc1cc(=O)[nH]c(Nc2cc(OC)ccc2OC)n1,0.3,-0.1,-8,5,1.7,0.41,-6,-5,-3
CCCn1c(N)c(C(=O)CSc2nc3ccccc3s2)c(=O)[nH]c1=O,0.4,1.9,-2,4,-3.7,1.9,-2,1,0
Cc1ccc(S(=O)(=O)NCc2cccnc2)s1,0.2,0.0,-9,-1,-0.3,0.0053,-6,5,6

# 15 entries already listed, arranged by molecular weight, high to low:
SMILES,PERK inhibitor,zVAD death inh,MDM2 E3 inh,m-calpain inh,TNF necrop inh,KCC2 mod,EBV gp42 inh,eIF4E-4G inh,Rad51 HR inh
CN(C(=O)CSc1ncc(C(F)(F)F)cc1Cl)c1c(N)n(Cc2ccccc2)c(=O)[nH]c1=O,0.5,0.5,-4,-1,-0.1,0.22,-13,2,-6
CCCNc1nc(OC(C(F)(F)F)C(F)(F)F)nc(OC(C(F)(F)F)C(F)(F)F)n1,2.2,0.4,.,5,0.7,0.002,-12,8,-5
CCN(CC)S(=O)(=O)c1cc(NC(=O)CSc2nccn2C)ccc1C,0.1,1.1,-1,-14,0.7,-0.25,5,0,16
O=C1CC(N2CCN(c3ccccc3Cl)CC2)C(=O)N1c1cccc(F)c1 (configuration not stated),0.7,0.3,1,18,-0.7,-0.53,-16,0,-5
CCOC(=O)C1CCN(S(=O)(=O)c2ccc(-c3ccccn3)s2)CC1,0.0,-0.8,-5,10,-2.4,0.35,3,0,7
CCCn1c(N)c(C(=O)CSc2nc3ccccc3s2)c(=O)[nH]c1=O,0.4,1.9,-2,4,-3.7,1.9,-2,1,0
O=C(NC(=S)NC1C2CC3CC(C2)CC1C3)C12CC3CC(CC(C3)C1)C2 (configuration not stated),0.8,0.3,-8,22,-0.8,0.17,-14,1,-3
CN(Cc1ccc(F)cc1)C(=O)COc1ccccc1-c1ccccc1,-0.4,-0.9,-9,26,-2.7,-1.2,3,5,9
Cc1c2c(nc3c(C(=O)NC4CCCC4)cnn13)CCCC2,0.3,-0.2,3,-253,-7.5,-1.3,-18,2,-6
CCC(=O)Nc1ncc2c(n1)CC(c1ccco1)CC2=O (configuration not stated),0.4,0.2,-8,-19,-2.2,.,-19,2,7
O=C1c2ccccc2C(=O)c2c1cccc2N1CCCC1,0.1,0.3,4,51*,-0.7,-0.54,28,19,-45
Cc1cc(SCCOc2ccccc2)nc(N)n1,0.2,-0.5,-5,-6,-1.4,-2.9,-20,-1,6
CCCCS(=O)(=O)Nc1ccc(C)cn1,0.3,0.6,-2,-163,0.5,0.73,1,0,-2
Cc1ccccc1Cn1cnc2ccccc21,0.5,-0.8,-6,-10,-2.5,-1,-4,3,-3
Cc1cc(N2CCCC2)nc2ccccc12,0.2,-0.3,-19,9,0.2,0.67,-8,6,11

# Later entries.
SMILES,PERK inhibitor,zVAD death inh,MDM2 E3 inh,m-calpain inh,TNF necrop inh,KCC2 mod,EBV gp42 inh,eIF4E-4G inh,Rad51 HR inh
COc1cccc(C(=O)NN2c3ccccc3CCc3ccccc32)c1,1.0,-0.4,-7,21,0.5,1.6,-25,0,0
Cc1cc(C)cc(OCc2nnc(SCC(=O)OC(C)C)o2)c1,1.1,0.2,-13,-4,2.6,-1.6,-10,6,3
Cc1cc(NS(=O)(=O)c2ccc(NC(=O)c3oc4ccccc4c3C)cc2)no1,1.2,1.0,-5,-44,1.6,-2.9*,-15,-8,-17
CN1CCN(C(=O)Nc2ccc([N+](=O)[O-])cc2)CC1,-0.6,0.1,-15,16,1.1,0.64,-15,5,8
COc1cccc(-n2ccnc2SCC(=O)Nc2ccccc2)c1,-0.4,0.1,-17,25,0.2,-0.0099,11,-2,6
Cn1c(=O)cc(Cl)[nH]c1=O,0.1,-0.7,-18,19,0.1,-0.51,4,-4,-8
COc1cc(OC)c(OC)cc1CNCCNC(=O)c1nonc1N,-0.1,2.5,-8,3,1.5,.,-14,1,8
C/C(CC(=O)NCCN1CCOCC1)=N\NC(=O)c1ccncc1,0.9,1.5,-23,-18,1.2,0.65,-17,1,17
CCOC(=O)c1nn(-c2ccc(C)c(C)c2)cc1O,0.2,0.9,-21,-83,-1.4,0.45,-9,3,1
COc1ccc(N2C(=O)CC(N(CCc3ccccc3)C(=O)/C=C/C(=O)O)C2=O)cc1 (configuration not stated),0.3,-0.1,-17,24,-0.2,.,-4,-5,2
COC(=O)c1ccccc1NC(=O)CSc1nnc(C(CO)NC(=O)c2ccccc2Cl)n1C (configuration not stated),-0.2,0.5,-12,29,0.6,0.00099,-7,-2,2
